Screens: PubChem, Sanford-Burnham Center for Chemical Genomics
hIAP activ = increases human intestinal alkaline phosphatase activity | P09923 | purified human IAP, CDP-Star luminescence, 30 min; stronger effect = higher value; 1 = vehicle-only enzyme, 0 = enzyme-free background | activation factor at 10 µM | 330,000 tested, 0.16% active;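 active = activation factor of the enzyme at least 2-fold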; note: the source names both 10 and 20 µM as test concentration; values of inactives mirror those of a sister screen read the other way
Target sequence (P09923 whole entry, looked up): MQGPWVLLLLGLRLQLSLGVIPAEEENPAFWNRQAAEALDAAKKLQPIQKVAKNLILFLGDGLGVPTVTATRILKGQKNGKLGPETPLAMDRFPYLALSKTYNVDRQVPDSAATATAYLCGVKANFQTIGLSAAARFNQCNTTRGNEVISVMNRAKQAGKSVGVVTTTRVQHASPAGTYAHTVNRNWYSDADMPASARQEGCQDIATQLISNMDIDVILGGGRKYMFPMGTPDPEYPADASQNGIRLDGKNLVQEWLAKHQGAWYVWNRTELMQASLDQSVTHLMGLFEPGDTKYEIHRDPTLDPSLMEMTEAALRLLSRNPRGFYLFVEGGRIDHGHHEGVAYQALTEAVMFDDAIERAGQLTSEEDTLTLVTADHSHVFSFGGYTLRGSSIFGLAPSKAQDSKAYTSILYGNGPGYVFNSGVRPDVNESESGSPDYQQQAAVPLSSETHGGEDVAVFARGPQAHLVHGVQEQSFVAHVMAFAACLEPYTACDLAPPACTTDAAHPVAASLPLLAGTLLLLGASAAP
SENP6 inh = SENP6 protease inhibition; Q9GZR1; Recombinant SENP6 catalytic domain, aminoluciferin luminescence; inhibition, % at 10 µM; 330,000 tested, 1.8% active;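 active = inhibition above about 50% at the single tested dose, limit read from the data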;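 note: plate controls were DMSO wells with enzyme for no effect and DMSO wells lacking enzyme for full effect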
Target sequence (Q9GZR1 628-1112 limits assumed): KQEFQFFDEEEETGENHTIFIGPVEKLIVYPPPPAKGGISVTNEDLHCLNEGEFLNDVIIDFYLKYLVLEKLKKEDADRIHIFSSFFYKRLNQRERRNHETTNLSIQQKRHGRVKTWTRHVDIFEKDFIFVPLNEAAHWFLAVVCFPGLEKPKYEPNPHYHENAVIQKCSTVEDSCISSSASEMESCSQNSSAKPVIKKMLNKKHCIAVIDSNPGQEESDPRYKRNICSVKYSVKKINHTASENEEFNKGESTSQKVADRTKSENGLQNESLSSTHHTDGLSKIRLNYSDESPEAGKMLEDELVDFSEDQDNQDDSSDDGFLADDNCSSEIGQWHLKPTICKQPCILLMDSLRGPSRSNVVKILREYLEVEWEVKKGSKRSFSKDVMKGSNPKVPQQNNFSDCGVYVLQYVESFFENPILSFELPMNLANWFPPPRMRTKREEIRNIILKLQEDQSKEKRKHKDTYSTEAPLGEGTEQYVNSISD
SENP8 inh = blocks human SENP8 cleavage of Nedd8 substrate. 360,000 tested, 0.64% active. inhibition, % at 20 µM. recombinant SENP8, Nedd8 substrate fluorescence. Q96LD8; in the data active = inhibition mostly above about 40%, no sharp cut-off; inactive = mostly below about 27%
ATG4B inhibitor = ATG4B (human) cysteine protease inhibition | Q9Y4P1 | ATG4B cleavage of LC3-PLA2, NBD-HPC fluorescence, 1 h | inhibition, % at 8.33 µM | 340,000 tested, 0.51% active; in the data active = inhibition above about 40%
NR3A LBD binder = modulates the human NR3A ligand-binding domain; Tm shift relative to glycine control, % at 25 µM; 340,000 tested, 2.5% active; AID 1259313; NR3A LBD differential scanning fluorimetry, Tm shift; 0% = protein alone, 100% = glycine-bound protein;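 active = melting temperature shift of at least 10% of the positive control shift, at one fixed dose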
PfG6PD inh = PfG6PD (Plasmodium falciparum) enzyme inhibition. inhibition, % at 20 µM. 350,000 tested, 0.78% active. PfGluPho enzyme, NADPH resazurin-diaphorase fluorescence;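 active = inhibition reaching at least a set limit at 20 µM in the primary screen, cut at about 59% in these data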;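 note: 0% = DMSO wells with substrate and 100% = DMSO wells lacking glucose-6-phosphate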
SENP1 inh = blocks the human SENP1 SUMO protease catalytic domain; recombinant SENP1 catalytic domain, CyPet-SUMO1-YPet FRET cleavage; AID 624204; 360,000 tested, 0.21% active; inhibition, % at 10 µM;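 active = inhibition at least 30% at 10 µM, raw YFP signal under a set limit, fluorescence ratio 0.5 to 1.5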;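 note: 0% = enzyme with DMSO and 100% = no enzyme wells; some results filed as inactive read as strong as hits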
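Assay system – human recombinant His6-tagged SENP1 catalytic domain enzyme · Input – SENP1 enzyme, 20 pM final · Buffer or medium – Tris pH 8 buffer plus EDTA, NaCl, BME, BSA, NP40, catalase · Schedule – 50 min reaction at room temperature · Technique – FRET read of cyan and yellow fluorescence · Control set – no-enzyme wells low, DMSO-plus-enzyme wells high control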
MPTP inh = blocks calcium-induced mitochondrial swelling | isolated mouse mitochondria, Ca2+ swelling absorbance, 30 min | AID 602449 | inhibition, % at 10 µM | 360,000 tested, 1.4% active;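 active = inhibition of 50% or more, scaled per plate between neutral and stimulator controls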;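 note: 0% = DMSO wells given calcium and 100% = 1 mM EGTA wells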
Starred values were filed as active, the others as inactive; . = no result given.

The first 16 compounds, ahead of the listing:
SMILES	hIAP activ	SENP6 inh	SENP8 inh	ATG4B inhibitor	NR3A LBD binder	PfG6PD inh	SENP1 inh	MPTP inh
O[C@@H]1CN(Cc2ccc(-n3cccn3)cc2)CC[C@H]1N1CCN(c2ccccc2F)CC1	1.4	-6	12	-3	-1	-8	2	69*
CCC1NC(=S)N(C2CCCCC2)C1=O (configuration not stated)	1.2	-16	5	-10	-5	17	2	15
O=C(NCc1ccco1)c1nn2c(C(F)(F)F)cc(-c3cccs3)nc2c1Cl	0.84	5	-89	5	0	1	-19	1.3
C=CC[C@H](CC(=O)N[C@H](CO)Cc1ccccc1)C(=O)N[C@@H](COC(=O)[C@H](CC=C)CC(=O)OC(C)(C)C)Cc1c[nH]c2ccccc12	0.96	-3	10	-12	-11	19	2	-1.1
CCN1CCCC1CNC(=O)C1c2cc(OC)c(OC)cc2C(=O)N(C)C1c1cccnc1 (configuration not stated)	0.9	-5	25	0	1	8	-4	-1.3
Clc1ccccn1	0.89	-9	10	0	2	-16	1	0.2
Cn1c(SCC(=O)c2ccccc2)nnc1-c1cnccn1	0.88	-3	3	-3	-1	32	3	-0.1
O=C(NCCCN1CCOCC1)c1cc(-c2ccccc2F)no1	0.99	-1	18	6	-1	-10	1	-0.8
Cc1ccc(S(=O)(=O)N(C)c2ccccc2C(=O)NC2CCCC2)cc1	1	0	23	-3	-5	-6	2	9.6
Cn1c(-c2ccc3c(c2)OCO3)cnc1NCc1ccccc1Cl	0.98	-9	-57	3	0	25	-6	0.6
Nc1c(-c2ccc(Cl)cc2)cnn1-c1cccc([N+](=O)[O-])c1	1	13	6	4	-2	2	1	9.5
CN(C)/C=C1\C(=O)N(c2ccc(Oc3ccccc3)cc2)CS1=O (configuration not stated)	0.88	3	4	-5	0	-8	0	1.2
CCCCCSc1nnc(C)c(=O)[nH]1	0.97	14	8	-4	1	-3	3	-1.3
COc1ccc(C(C)(C)NC(=O)C2CCC(=O)N(CCCN3CCCC3=O)C2)cc1 (configuration not stated)	1	-15	14	-5	0	3	-2	-3.7
COc1ccccc1NC(=O)COC(=O)c1cnccn1	1.1	10	4	-7	-1	-1	0	1.3
S=C(NCc1ccncc1)Nc1ccc(Cl)cc1	2*	-11	28	-7	1	-3	1	3.0

The list itself, from the first entry:
SMILES	hIAP activ	SENP6 inh	SENP8 inh	ATG4B inhibitor	NR3A LBD binder	PfG6PD inh	SENP1 inh	MPTP inh
O[C@@H]1CN(Cc2ccc(-n3cccn3)cc2)CC[C@H]1N1CCN(c2ccccc2F)CC1	1.4	-6	12	-3	-1	-8	2	69*
CCC1NC(=S)N(C2CCCCC2)C1=O (configuration not stated)	1.2	-16	5	-10	-5	17	2	15
O=C(NCc1ccco1)c1nn2c(C(F)(F)F)cc(-c3cccs3)nc2c1Cl	0.84	5	-89	5	0	1	-19	1.3
C=CC[C@H](CC(=O)N[C@H](CO)Cc1ccccc1)C(=O)N[C@@H](COC(=O)[C@H](CC=C)CC(=O)OC(C)(C)C)Cc1c[nH]c2ccccc12	0.96	-3	10	-12	-11	19	2	-1.1
CCN1CCCC1CNC(=O)C1c2cc(OC)c(OC)cc2C(=O)N(C)C1c1cccnc1 (configuration not stated)	0.9	-5	25	0	1	8	-4	-1.3
Clc1ccccn1	0.89	-9	10	0	2	-16	1	0.2
Cn1c(SCC(=O)c2ccccc2)nnc1-c1cnccn1	0.88	-3	3	-3	-1	32	3	-0.1
O=C(NCCCN1CCOCC1)c1cc(-c2ccccc2F)no1	0.99	-1	18	6	-1	-10	1	-0.8
Cc1ccc(S(=O)(=O)N(C)c2ccccc2C(=O)NC2CCCC2)cc1	1	0	23	-3	-5	-6	2	9.6
Cn1c(-c2ccc3c(c2)OCO3)cnc1NCc1ccccc1Cl	0.98	-9	-57	3	0	25	-6	0.6
Nc1c(-c2ccc(Cl)cc2)cnn1-c1cccc([N+](=O)[O-])c1	1	13	6	4	-2	2	1	9.5
CN(C)/C=C1\C(=O)N(c2ccc(Oc3ccccc3)cc2)CS1=O (configuration not stated)	0.88	3	4	-5	0	-8	0	1.2
CCCCCSc1nnc(C)c(=O)[nH]1	0.97	14	8	-4	1	-3	3	-1.3
COc1ccc(C(C)(C)NC(=O)C2CCC(=O)N(CCCN3CCCC3=O)C2)cc1 (configuration not stated)	1	-15	14	-5	0	3	-2	-3.7
COc1ccccc1NC(=O)COC(=O)c1cnccn1	1.1	10	4	-7	-1	-1	0	1.3
S=C(NCc1ccncc1)Nc1ccc(Cl)cc1	2*	-11	28	-7	1	-3	1	3.0
COc1ccccc1NC(=O)CCc1nc2ccccc2s1	0.94	6	4	-6	1	17	0	-0.1
CC1(C)N=C(N)N=C(N)N1c1ccccc1	0.98	-21	7	-9	-3	-2	1	0.1
COC(=O)CNc1n[nH]c(=S)[nH]c1=O	1.2	3	18	-3	-1	-9	1	0.4
COc1ccc(CNCC(O)(c2ccccc2)c2ccc(F)cc2)cc1OC (configuration not stated)	1.1	-8	19	2	1	3	3	2.5
CCCCCOc1ccc(C2C(C(C)=O)=C(C)Nc3ncnn32)cc1OC (configuration not stated)	1	-2	5	-11	-1	-13	-1	-0.7
CCCS(=O)(=O)N1CCN(C2Cc3ccccc3C2)CC1	1.2	-21	7	0	-1	-18	-1	2.6
O=[N+]([O-])c1ccc(C=NNC(=S)NN=Cc2ccc([N+](=O)[O-])cc2)cc1	.	.	70*	5	5	0	6	-0.2
CC(C)c1ccc(OCc2nnc(SCC(=O)N3CCCCC3)o2)cc1	1.1	7	8	-6	0	10	0	-0.4
CCC(=O)N(Cc1cc2cc(OC)ccc2[nH]c1=O)c1ccccc1OC	.	.	-409	.	.	-22	2	-0.6
CCOc1ccc(NC(=O)c2ccc(NS(=O)(=O)c3cccc4cccnc34)cc2)cc1	.	.	-3	-4	17*	10	0	0.2
O=C(Nc1nc(-c2cc(F)ccc2F)cs1)c1cccc(N2C(=O)CCC2=O)c1	1.1	-24	-18	-13	-2	0	2	-0.3
O=C(Nc1nc(-c2ccccc2)cs1)c1ccccc1NS(=O)(=O)c1ccc(F)cc1	0.84	14	-432	54*	32*	-26	2	93*
O=C(C[C@H]1C/C=C\CC[C@H](Cc2ccc(F)cc2)C(=O)OC[C@H]2CCCN2C1=O)N[C@@H](CO)Cc1ccccc1	1.1	6	4	-25	2	4	1	-0.8
O=C(CSc1ncn[nH]1)NC1CCCc2ccccc21 (configuration not stated)	1	19	9	-7	1	1	-2	0.2
CCOc1cc(NC(=O)c2ccco2)c(OCC)cc1NC(=O)COc1ccccc1C	0.91	-1	-371	-8	1	-3	1	-1.1
Cc1cccc(CC2S/C(=N/c3ccccn3)NC2=O)c1 (configuration not stated)	1.1	-4	8	-5	-1	-2	0	-1.2
CCOc1ccc(Nc2ccnc3cc(Cl)ccc23)cc1	1.1	-2	-32	4	-2	19	3	31
Cc1ccc(NC2=C(N3CCCCC3)C(=O)c3ccccc3C2=O)cc1	0.93	66*	82*	-4	0	38	-108	-0.5
CCn1c(SCC(=O)OC)nnc1-c1ccc(C)cc1	1	6	19	-3	-17	10	1	1.3
COc1ccc(-c2nnc(SCC(=O)Nc3cc(C)on3)n2N)cc1OC	1.3	-26	6	-6	2	-4	3	-1.6
O=Cc1cc2c(cc1[B-](F)(F)F)OCO2	.	.	-67	0	1	-9	0	-0.3
Cc1nc2cc(NS(=O)(=O)c3ccc(Br)cc3)ccc2n1C	1	-25	6	1	0	13	1	0.2
CCc1ccc(NC(=O)C2CCC(CNC(=O)[C@@H]3Cc4ccccc4CN3)CC2)cc1 (some centres not stated)	0.97	0	9	-5	-3	3	2	-1.4
Cc1ccc2nc(NC(=S)NC(=O)c3ccco3)sc2c1	.	.	-7	-4	-25	0	-8	2.5
NC(=S)N/N=C\c1c(OCc2ccccc2Cl)ccc2ccccc12	1.1	-22	-160	-2	5	7	-1	-1.2
CCOC(=O)c1c(-c2ccc(C)o2)csc1NC(=O)CSc1nnc(C)s1	1.1	0	5	-24	1	47	5	4.9
OC[C@@H]1[C@@H](c2ccc(F)cc2)C(c2cccc(Cl)c2)=NN1c1ccccc1	.	.	-377	0	27*	21	-30	0.6
Cc1cccc(C)c1NC(=O)C1CC(=O)N(C(C)C)C1 (configuration not stated)	0.93	-13	6	-6	3	13	3	0.4
COc1ccc(CNC(=O)COC(=O)c2ccccc2OCC(=O)Nc2ccc(SC(F)F)cc2)cc1	0.98	-2	31	-1	0	-6	2	0.7
O=S(=O)(c1ccc2ccccc2c1)N1C=CC(C(F)(F)F)=NCC1	1.1	-10	16	-1	-7	-4	-5	-0.8
Cc1ccc(S(=O)(=O)CCSC(=N)N)cc1	1	8	6	-3	-1	-1	2	1.4
CCOC(=O)/C=C1\CC(C(=O)OCC)Oc2ccccc21 (configuration not stated)	.	.	-20	3	-1	14	2	2.4
CCOc1cc(-c2nc3n(c(=O)c2C#N)CCS3)ccc1O	0.87	-14	-261	13	-1	-2	1	0.8
CCOc1ccc(N(CC(=O)NCCCOC)S(C)(=O)=O)cc1	1.1	-18	21	-2	2	-5	-5	2.0
CCCCC1CCC(C(=O)N(C)CC(=O)Nc2cccc(F)c2)CC1 (configuration not stated)	1.2	-13	4	-5	-1	3	-3	0.5
Cc1ccccc1Cn1ccc(NC(=O)c2cc3ncc(Br)cn3n2)n1	1.1	9	8	-1	-1	8	3	1.0
CCN1C(=O)c2n[nH]c(C(=O)OC)c2C1=O	1.1	-9	-12	3	-4	13	3	-3.6
CCN(CC(=O)N1CCN(Cc2ccccc2)CC1)S(=O)(=O)c1ccc(F)cc1	1.1	3	9	3	-1	-7	2	-1.0
S=C(NC1CCCCC1)N1CCc2ccccc2C1	1.1	-1	4	12	11*	6	2	1.7
COc1ccc([C@H]2CC(=O)C=C(c3cc(Cl)cc(Cl)c3)C2)cc1	0.81	-6	0	-1	-1	19	1	0.4
CN(Cc1ccccc1)C(=O)C1CCN(S(=O)(=O)c2cccc3nonc23)CC1	0.97	-20	-1	-2	2	-14	8	-1.5
Cc1ccc(NC(=O)COC(=O)Cc2ccc(Br)cc2)cc1S(=O)(=O)N1CCOCC1	1.1	-4	8	-9	-4	3	3	0.8
CN(c1ccccc1)S(=O)(=O)c1cccc(Cl)c1Cl	0.81	4	13	-8	-2	22	4	0.9
COC(=O)Cc1sc(-c2ccccn2)nc1-c1ccccc1	0.98	-11	-42	-2	1	63*	1	2.0

Additional records follow.
SMILES	hIAP activ	SENP6 inh	SENP8 inh	ATG4B inhibitor	NR3A LBD binder	PfG6PD inh	SENP1 inh	MPTP inh
CC1CCN(c2ccc(C(=O)NCc3ccco3)cc2[N+](=O)[O-])CC1	0.79	-5	42*	3	-7	-1	6	1.9
O=C(Cc1cccc2ccccc12)NNC(=O)Nc1ccc(Cl)cc1	0.91	-5	18	-8	29*	2	0	73*
O=C(NCc1cccs1)c1noc2c1CCCC2	1.1	-11	4	-11	11*	2	0	0.6
Cc1ccc(CN(C)CC(=O)Nc2ccccc2C(=O)NC2CC2)o1	1.2	-4	-3	-58	4	6	0	-0.7
Cc1ccc(C)n1Cc1ccccc1Cl	1	-18	-2	-2	-1	0	-8	-1.9
O=C(/C=C/c1ccccc1)NC(NC(=S)Nc1cc(Cl)ccc1Cl)C(Cl)(Cl)Cl (configuration not stated)	0.95	-38	14	42*	30*	6	0	97*
Cc1ccc(S(=O)(=O)Nc2nc3c(s2)C(=O)CC(C)(C)C3)cc1	0.91	-17	-33	1	-1	-7	-5	0.4
O=C(CSCc1cc(=O)n2nc(C3CC3)sc2n1)Nc1ccc(F)cc1	0.84	-3	1	3	-2	18	-4	-1.9

Hits appear at their usual frequency, and some 6.7% of all compounds hit somewhere here.
